S100A4 inh HTS: blocks human S100A4 binding to myosin IIA peptide; S100A4/TAMRA-MyoIIA peptide fluorescence polarization; inhibition, % at 10.7 µM; actives 0.14% (n = 360,000); AID 652163;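 active = mean inhibition of at least 70% across replicates, with every replicate also reaching that level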
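Material: human S100A4 monomer with TAMRA-labelled myosin IIA peptide; buffer or medium: HEPES pH 7.2 with CaCl2, KCl, NaCl, DTT, Triton; compound dosing: one concentration per compound; schedule: 5 min incubation before reading; benchmarks: neutral control DMSO, positive control TFP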
PGC1a acetyl inh: modulators of PGC1a acetylation | U2OS PGC1a acetylation, AlphaScreen anti-acetyl-lysine; with virally co-expressed GCN5 acetyltransferase | inhibition, % at 15.6 µM | actives 0.17% (n = 350,000) | AID 651687;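 active = every replicate shows inhibition of at least 40%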;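 note: 0% = neutral control wells and 100% = positive control wells; some results beyond the cut were filed as inactive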
FN deposit inh: fibronectin deposition inhibition; AH1F fibroblasts, Alexa488-fibronectin deposition fluorescence, overnight; actives 0.086% (n = 350,000); inhibition, % at 12.6 µM;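 active = mean inhibition across replicates of 30% or more, regardless of how many single replicates reach that level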;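 note: positive control wells lacked labelled fibronectin entirely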
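material = AH1F fibroblast monolayer depositing Alexa488-labelled fibronectin into matrix | amount = 10000 AH1F cells/well | buffer or medium = DMEM plus 2% serum, read in PBS | incubation = 1 h cell adhesion before compound, then overnight fibronectin incubation | detection = fluorescence at 485 nm excitation, 525 nm emission | evaluation = percent inhibition as loss of matrix-bound fibronectin fluorescence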
EWS-Fli inh: inhibitors of EWS/Fli oncoprotein transcriptional activity. A673 NR0B1-luciferase reporter, viability-normalised. inhibition, % at 12.6 µM. actives 0.67% (n = 350,000);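 active = mean inhibition of at least 50% after viability correction, with every replicate also passing that limit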;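 note: firefly luciferase signal divided by Alamar Blue viability fluorescence both relative to DMSO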
LGR2 inh: inhibitors of bursicon-induced Drosophila LGR2 receptor cAMP signaling; inhibition, % at 9.99 µM; AID 720647; actives 0.35% (n = 380,000); HEK293 LGR2, CRE-luciferase, bursicon-stimulated, 4 h;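 active = drop in luminescence signal, shown as inhibition above about 50% in the replicate tests, limit read from the data, passing the limit was not always enough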;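 note: agonist challenge used bursicon conditioned medium at about half maximal strength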
PAX8 inh HTS: inhibitors of PAX8 transcriptional activity in RMG-I cells | RMG-I TPO-luciferase reporter, SteadyGlo, 24 h | inhibition, % at 12.6 µM | actives 1.2% (n = 360,000);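 active = mean replicate inhibition at least 60% with every replicate also reaching 60%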;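 note: luciferase light reporting Pax8 driven TPO promoter activity; plate controls were median of neutral control wells for no effect and mitoxantrone controls for full effect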
ERAP1 HTS inh: ERAP1 (human) enzyme inhibition; Q9NZ08; actives 0.15% (n = 340,000); recombinant ERAP1, Leu-AMC fluorescence, 60 min; inhibition, % at 10.7 µM;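 active = mean replicate inhibition of at least 30%, or all replicates individually reaching that 30% level; inactive = mean below 30% and not every replicate reaching it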;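 note: 0% = neutral control wells and 100% = L-leucinethiol positive control wells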
Target sequence (Q9NZ08 whole entry, looked up): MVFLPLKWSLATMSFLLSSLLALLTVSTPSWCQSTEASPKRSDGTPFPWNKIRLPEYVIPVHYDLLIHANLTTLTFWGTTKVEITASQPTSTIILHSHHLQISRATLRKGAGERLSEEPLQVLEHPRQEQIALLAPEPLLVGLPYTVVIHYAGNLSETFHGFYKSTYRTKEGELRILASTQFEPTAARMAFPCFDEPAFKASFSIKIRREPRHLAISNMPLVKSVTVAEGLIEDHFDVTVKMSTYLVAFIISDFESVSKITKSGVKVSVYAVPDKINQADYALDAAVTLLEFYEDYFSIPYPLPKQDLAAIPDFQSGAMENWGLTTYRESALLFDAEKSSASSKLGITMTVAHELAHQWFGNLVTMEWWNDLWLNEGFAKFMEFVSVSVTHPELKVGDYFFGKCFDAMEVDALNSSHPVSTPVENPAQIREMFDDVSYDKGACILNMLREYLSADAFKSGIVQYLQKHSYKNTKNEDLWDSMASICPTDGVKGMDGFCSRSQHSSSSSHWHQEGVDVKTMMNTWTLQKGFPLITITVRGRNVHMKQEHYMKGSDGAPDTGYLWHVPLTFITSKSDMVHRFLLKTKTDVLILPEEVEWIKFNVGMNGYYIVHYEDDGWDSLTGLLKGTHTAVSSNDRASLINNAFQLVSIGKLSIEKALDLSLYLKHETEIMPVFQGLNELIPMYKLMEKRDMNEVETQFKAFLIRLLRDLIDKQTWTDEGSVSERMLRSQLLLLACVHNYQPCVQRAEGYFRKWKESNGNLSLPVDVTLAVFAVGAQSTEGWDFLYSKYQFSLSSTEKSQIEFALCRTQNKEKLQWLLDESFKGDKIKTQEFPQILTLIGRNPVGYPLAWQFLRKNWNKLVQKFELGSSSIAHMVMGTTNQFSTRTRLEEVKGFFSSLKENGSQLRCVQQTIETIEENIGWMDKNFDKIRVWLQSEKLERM
PglD DTNB: inhibitors of Campylobacter jejuni PglD acetyltransferase. purified PglD enzyme, DTNB colorimetric CoA detection. actives 0.098% (n = 360,000). inhibition, % at 12.5 µM; in the data active = inhibition above about 16%, passing the limit was not always enough; note: strong numbers were not always called active
Numbers without * were called inactive; . = no result given.

smiles,S100A4 inh HTS,PGC1a acetyl inh,FN deposit inh,EWS-Fli inh,LGR2 inh,PAX8 inh HTS,ERAP1 HTS inh,PglD DTNB
CCn1nnnc1SCC(=O)Nc1cccc(C)n1,.,1,-4,.,.,-12,.,4
COC(=O)C1=C(C)N(Cc2ccc(F)cc2)C(=S)NC1c1ccc(Cl)cc1 (stereo unspecified),2,.,2,3,10,6,3,.
Nc1nc(-c2ccc(Br)cc2)c(S(=O)(=O)c2ccccc2)s1,.,.,-4,.,2,0,.,3
CO[C@H]1CC[C@@H]2CCN(C)C(=O)CCCN(C)C(=O)c3cc(C#N)ccc3OC[C@H]1O2,0,.,-1,-3,12,-4,0,2
Cc1ccc(NC(=O)CN2CCCC2c2cccn2C)c(Br)c1 (stereo unspecified),-7,5,5,-55,-14,-88,2,2
COc1ccc2[nH]cc(C(=O)N3CCCCC3)c(=O)c2c1,.,21,-10,.,.,-6,.,-1
NC(=O)CN1C(=O)C2CCCCN2C(=O)c2ccccc21 (stereo unspecified),.,0,-12,.,.,-21,.,-3
COc1ccc(NC(=O)C2CCCN(S(=O)(=O)c3ccc4[nH]c(=O)ccc4c3)C2)cc1 (stereo unspecified),-1,16,8,7,28,-18,.,-3
C[C@@H]1CN([C@H](C)CO)C(=O)Cc2cc(NC(=O)Nc3ccc(F)cc3)ccc2O[C@H]1CN(C)CC1CCCCC1,20,.,.,25,21,20,1,-1
C[C@@H]1CN([C@H](C)CO)C(=O)CCCn2cc(nn2)CO[C@@H]1CN(C)C(=O)Nc1ccc(C(C)(C)C)cc1,.,7,2,2,7,-8,.,.
Cc1cccc(C)c1N1C(=O)CC(N2CCN(S(=O)(=O)c3ccccc3F)CC2)C1=O (stereo unspecified),-8,-3,5,-2,-11,-5,1,2
COC(=O)Cn1nnc(N2CCOCC2)n1,-4,-8,-8,1,1,10,.,-1
O=C(O)c1ccccc1NN=Cc1ccccc1,-5,4,-6,-82,-35,-171,-4,-6
O=C(CCN1CCN(C/C=C/c2ccccc2)CC1)Nc1ccccc1Cl,27,7,15,14,0,5,-3,5
COc1cc(/C=C/C(=O)N2CCN(C)CC2)cc(S(=O)(=O)N2CCc3ccccc32)c1OC,-3,-29,6,4,2,8,1,5
O=C(c1ccc(Cl)cc1)N1C2C=CC(C2)C1(C(F)(F)F)C(F)(F)F (stereo unspecified),-13,.,2,5,0,20,0,3
CCOc1ccc(S(=O)(=O)NCCC(=O)NCC(c2cccs2)N2CCOCC2)cc1 (stereo unspecified),1,12,6,6,3,14,4,11
COCC(=O)N1C[C@@H](C)[C@@H](OC)CN(C)C(=O)c2cc(NC(=O)c3cnccn3)ccc2OC[C@@H]1C,1,-2,15,5,2,-6,-2,1
CC(C)NC(=O)N(C)C[C@H]1Oc2ccc(NC(=O)CCN3CCOCC3)cc2CC(=O)N([C@@H](C)CO)C[C@@H]1C,10,5,5,-5,-14,0,1,1
C[C@@H]1CN([C@@H](C)CO)S(=O)(=O)c2ccc(C#CCN(C)C)cc2O[C@H]1CN(C)C(=O)C1CCC1,-10,2,.,0,-1,.,3,-2
CN(C)C(=O)C[C@@H]1CC[C@H]2[C@@H](COC[C@H](O)CN2Cc2ccc(C(F)(F)F)cc2)O1,.,3,-9,-1,-4,0,.,0
COc1ccccc1NS(=O)(=O)c1cccc(NC(=O)CCNC(=O)c2ccccc2OC)c1,0,-1,-11,-13,6,9,-1,0
N#Cc1ccc2nc3c(nc2c1)CCCC3,-7,10,-1,14,-22,-40,1,-9
COc1ccc(S(=O)(=O)N(C)C[C@H]2OCCCC[C@@H](C)Oc3ccc(NC(=O)Nc4cccc5ccccc45)cc3C(=O)N([C@@H](C)CO)C[C@H]2C)cc1,-8,-22,.,4,-6,-3,-5,2
CN1C(=O)[C@H]2[C@@H](c3ccc(C(F)(F)F)cc3)N[C@]3(CCCN(Cc4cccn4C)C3=O)[C@H]2C1=O,-5,-14,-9,-2,.,10,1,-2

smiles,S100A4 inh HTS,PGC1a acetyl inh,FN deposit inh,EWS-Fli inh,LGR2 inh,PAX8 inh HTS,ERAP1 HTS inh,PglD DTNB
C[C@H]1CCCCO[C@@H](CN(C)C(=O)c2ccncc2)[C@@H](C)CN([C@@H](C)CO)C(=O)c2cc(NS(=O)(=O)c3cn(C)cn3)ccc2O1,-6,8,.,-4,15,-3,-1,0
COc1ccc(C(=O)Nc2cc(-c3nn4c(C)nnc4s3)ccc2C)cc1,-2,-4,4,1,7,6,0,-2
CCC(=O)N1C[C@H]2[C@@H](c3ccccc31)[C@H](CO)N2Cc1ccccc1F,2,4,.,0,0,12,6,-2
CC(=O)Nc1sc2c(c1C(c1ccccc1Cl)N1CCN(CCO)CC1)CCCC2 (stereo unspecified),2,.,12,9,13,29,-2,0
COc1ccc2cc(-c3[nH]ncc3CNCCn3nc(C)cc3C)ccc2c1,-4,0,5,-13,-23,5,-2,.
Cc1cc2c(c(SCC(=O)NCCc3ccccc3)n1)C(=O)OC2,.,8,-6,.,.,13,.,0
COC(=O)c1ccccc1NS(=O)(=O)c1ccc(F)cc1,.,2,-2,.,-10,.,.,0
COc1ccccc1NC(=O)N(C)C[C@@H]1Oc2ncc(C#CCN(C)C)cc2C(=O)N([C@H](C)CO)C[C@@H]1C,3,8,.,-9,-1,.,2,3
CN(C)C(=O)c1ccc(-c2ccc([C@@H]3[C@H](CO)N4C(=O)CN(C(=O)C5CCCC5)C[C@@H]34)cc2)cc1,9,-3,0,2,9,-10,-1,.
COc1ccc2ccccc2c1-c1sc(Nc2ccccc2)n[n+]1-c1ccc(F)cc1,-1,-28,1,28,.,5,5,5
Cn1c(C(=O)N2CCC(C(=O)N3CCOCC3)CC2)cc2sccc21,4,.,-7,-3,6,-10,0,3
CCn1c(CCCCc2n[nH]c(=S)n2CC)n[nH]c1=S,-3,10,-11,1,-12,-2,6,.
C#CCNC(=O)C1=C[C@@H](c2coc3ccccc3c2=O)[C@H](CCCO)[C@@H](OCC)O1,-2,6,11,-2,14,7,1,1
O=C(C[C@H]1CC[C@@H]2[C@H](COC[C@H](O)CN2S(=O)(=O)c2cccc(F)c2)O1)NCc1ccncn1,.,13,-3,-6,7,14,.,-4
COc1ccc([C@H]2C[C@H](O)[C@@H](n3cc(-c4ccc(F)cc4)nn3)CN2C(=O)C2CCCCC2)cc1,-2,-7,0,13,24,-5,.,0
COc1ccccc1-c1ccc2c(c1)O[C@H](CN(C)C(=O)Nc1ccccc1)[C@@H](C)CN([C@H](C)CO)S2(=O)=O,3,7,.,13,1,5,-1,-2
O=C(c1cccc(S(=O)(=O)N2CCOCC2)c1)N1CCN(Cc2ccc3c(c2)OCO3)CC1,-3,6,-6,4,-4,-6,-2,.
COc1ccc(NC(=S)NC(=O)c2cncc(Br)c2)cc1,-4,7,-8,12,-5,-55,.,.
COc1ccc(CNC(=O)C[C@H]2C=C[C@@H](NC(=O)CN(C)C)[C@@H](CO)O2)cc1,3,2,.,-6,10,-16,1,0
N#Cc1cccc(NC(=O)NCCc2c[nH]c3ccccc23)c1,5,-2,-7,9,8,11,-7,1
c1ccc2c(CCc3ccncc3)cccc2c1,0,-2,7,6,-6,-27,-2,.
CN1CC[C@]2(CCN3CCc4c(oc5ccccc45)[C@@H]3C2)N(C)C1=O,-4,.,.,10,.,-9,8,-3
C[C@H](CO)N1C[C@H](C)[C@H](CN(C)S(=O)(=O)c2ccccc2)Oc2ccc(NC(=O)Cc3cn(C)c4ccccc34)cc2CC1=O,-25,-6,.,0,5,10,-2,1
Cc1cc2c(NS(=O)(=O)c3ccc(F)cc3)cccc2nn1,-2,18,-13,1,-6,-1,4,0
O=c1[nH]c(C2CCN(S(=O)(=O)c3ccc([N+](=O)[O-])cc3)CC2)nc2c1nnn2Cc1ccccc1,-5,.,-1,5,-10,22,-5,-2

smiles,S100A4 inh HTS,PGC1a acetyl inh,FN deposit inh,EWS-Fli inh,LGR2 inh,PAX8 inh HTS,ERAP1 HTS inh,PglD DTNB
O=C(Nc1cc(F)ccc1F)N1CCCCN2[C@H](C1)[C@H](c1ccc(-c3ccccc3)cc1)[C@@H]2CO,13,1,.,.,-13,-15,-1,-3
COc1ccc(C(=O)Nc2ccccc2C(=O)N2CCCCCC2)cc1OC,1,14,6,-3,-3,.,1,-4
C[C@@H]1CN([C@@H](C)CO)C(=O)c2c(c3ccccc3n2C)-c2ccccc2CO[C@@H]1CN(C)S(=O)(=O)CC(F)(F)F,-7,9,-6,-4,-4,-1,-1,3
C[C@@H]1CN([C@H](C)CO)S(=O)(=O)c2ccc(-c3cccnc3)cc2O[C@@H]1CN(C)C(=O)NC1CCCCC1,2,6,-2,-10,-7,-5,0,2
Cc1csc(NC(=O)C2CCN(S(=O)(=O)c3ccccc3)CC2)n1,-1,.,2,-6,10,-5,-5,-7
CCC(=O)N1CCc2cc(Br)c(S(=O)(=O)CCC(=O)NCCc3ccccc3)cc21,-2,-5,5,1,4,19,1,7
S=c1[nH]nc(-c2n[nH]c3c2CCC3)n1/N=C/C=C/c1ccco1,-1,-3,1,-2,2,1,2,1
CN(CC(CC(=O)Nc1nncs1)c1ccccc1)S(=O)(=O)c1ccccc1 (stereo unspecified),-5,.,-39,2,-28,8,.,4
O=C(C[C@@H]1CC[C@@H](NC(=O)c2cccnc2)[C@H](CO)O1)NCCN1CCCCC1,-24,6,-6,1,3,-2,1,-2
Nc1cc2c3c(cccc3c1)C(=O)N(CCN1CCCC1)C2=O,-7,7,-9,39,-19,11,-3,2
Cc1nc2c3ccccc3n(Cc3ccccc3F)c2s1,4,1,6,0,-12,-20,3,2
Cc1ccc(NC(=O)C2CCCO2)c(Br)c1 (stereo unspecified),-3,.,3,-6,.,-7,.,-2
CCCCCCOC(=O)c1ccc(N)cc1,-5,3,-6,-76,-46,-90,-1,-5
O=C(C[C@H]1C[C@H](C(=O)N2CCOCC2)[C@@]2(CCC3CCCC3)c3[nH]c4cc(-c5ccco5)ccc4c3CCN2C1=O)NCCN1CCOCC1,-1,-7,.,5,0,-8,.,1
CSCCC(NS(=O)(=O)c1ccc(Cl)c(Cl)c1)C(=O)O (stereo unspecified),0,6,13,9,14,5,-1,.
COc1cc2nc(CN3CCOCC3)n(CC(=O)NCC(F)(F)F)c(=O)c2cc1OC,-9,-2,-1,4,-1,-17,-1,-7
COc1ccc(CN2CCN(Cc3cccc(OC)c3)C(CCO)C2)cc1 (stereo unspecified),9,4,-6,11,6,1,-3,.

High-throughput results as filed in PubChem BioAssay.
